NPC1 promoter act: activates the NPC1 promoter. Huh7 NPC1 promoter luciferase reporter, 24 h. Potency, µM (top dose mostly 9.22 µM), inactives show top-dose activation, actives largely listed as activators. 320,000 compounds, 2.4% hits;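 further: potency means the concentration at half of the fitted maximal effect; % of control where 0% means no effect; nearly all actives have a fitted effect of over 60% in size; reporter is driven by a mutant NPC1 promoter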
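In 1536-well qHTS, Huh7 cells harboring an NPC1 promoter–luciferase construct received compound for 24 h; activation was quantified by luminescence following luciferase reagent addition.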
Rab9 promoter act: activates the Rab9 promoter. 320,000 compounds, 2.8% hits. Huh7 Rab9 promoter-luciferase reporter, luminescence, 24 h. Potency, µM (titrated, usually from 9.22 µM), inactives show at the top dose activation, negative = inhibition, usual class: activators. AID 485297; further: potency means the concentration at half of the fitted maximal effect; % of control where 0% means no effect; nearly all actives have a fitted effect of over 60% in size
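Promoter activation is measured as luciferase luminescence in Huh7 cells stably transfected with a Rab9 promoter–luciferase construct, following 24 h compound exposure at 37 °C and 10 min reagent incubation at ambient temperature.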
FLuc modulator: firefly luciferase modulation, counter-screen for miR-21 project | P08659 | purified FLuc, Km substrates, luminescence inhibition | Potency, µM (doses to about 57.5 µM), inactives show at the highest dose activity change, negative = inhibition, usual class: inhibitors | 360,000 compounds, 6.9% hits | AID 588342;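 further: potency means the concentration at half of the fitted maximal effect; plate controls were vehicle for no effect and reference inhibitor for full effect; nearly all actives have a fitted effect of over 55% in size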
Target sequence (P08659 whole entry, looked up): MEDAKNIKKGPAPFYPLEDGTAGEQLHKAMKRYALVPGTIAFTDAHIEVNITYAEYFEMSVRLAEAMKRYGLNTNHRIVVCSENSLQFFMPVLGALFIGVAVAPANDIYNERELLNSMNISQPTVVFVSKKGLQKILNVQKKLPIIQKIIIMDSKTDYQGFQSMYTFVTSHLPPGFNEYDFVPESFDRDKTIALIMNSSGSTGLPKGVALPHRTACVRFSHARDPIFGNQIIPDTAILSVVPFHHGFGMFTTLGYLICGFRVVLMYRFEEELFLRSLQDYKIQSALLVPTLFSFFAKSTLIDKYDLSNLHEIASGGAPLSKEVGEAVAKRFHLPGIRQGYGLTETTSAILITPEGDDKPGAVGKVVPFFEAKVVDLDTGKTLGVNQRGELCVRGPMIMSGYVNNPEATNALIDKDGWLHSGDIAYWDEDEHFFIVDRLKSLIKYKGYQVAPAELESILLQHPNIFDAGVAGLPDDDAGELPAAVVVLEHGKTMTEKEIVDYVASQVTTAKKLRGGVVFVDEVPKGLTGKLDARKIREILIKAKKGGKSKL
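Biochemical qHTS of compounds, final roughly 60 µM downward over six points, against 10 nM purified firefly luciferase using Km concentrations of substrates (10 uM D-luciferin, 10 uM ATP) in Tris acetate pH 7.5 buffer; luminescence output.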
KCNH2 3.1 inh: inhibitors of human KCNH2 3.1 potassium channel isoform; U2OS KCNH2 3.1, thallium flux FluxOr; hits give low values; activity change, % (tested at about 1.8 µM); 340,000 compounds, 0.95% hits;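 active means maximum activity change below -70%; inconclusive means maximum activity change from -70% to -50%; inactive means maximum activity change above -50%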;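 further: thallium influx rate constant from kinetic fluorescence after stimulation buffer; on the % scale 0 is the no-effect control and ±100 the full control effect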
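Channel expression came from 3.1 mutant virus (1.77 x 10^8 /mL) applied to suspended U2OS cells for 4 h. Flux was tracked with FluxOr dye plus Red40 quencher, and kinetic rate constants normalized to controls.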
Menin MLL FP TR: menin-MLL binding inhibition, Texas Red mutant peptide; Potency, µM (top dose mostly 61.6 µM), inactives show at the top dose FP activity change, negative = inhibition, actives largely listed as inhibitors; Menin + Texas Red MLL mutant peptide, fluorescence polarization; 270,000 compounds, 0.23% hits; AID 1768; O00255; active means well fitted inhibition curve with a large enough effect in the polarisation, with a control signal flat, not every such curve was filed as active; inconclusive means small, poorly fitted or top-dose-only effect, or effect the other way, or a change in a side signal; inactive means no such curve, though single readings can be large or run the other way; the % refers to the polarisation; further: potency means the concentration at half of the fitted maximal effect; % of control where 0% means no effect; many of its hits are not listed in these tables
Mito fusion act: inhibitors of mitochondrial division or activators of mitochondrial fusion; Potency, µM (highest dose often 46.1 µM), for the others: at the highest dose growth rescue (activation), actives largely listed as activators; S. cerevisiae fusion-defective mutant growth rescue, CellTiterGlo 48 h; 320,000 compounds, 0.23% hits; AID 485298;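 further: potency means the concentration at half of the fitted maximal effect; % of control where 0% means no effect; nearly all actives have a fitted effect of over 45% in size; temperature-sensitive fusion mutants such as fzo1-1 at 37 °C on non-fermentable ethanol glycerol medium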
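S. cerevisiae fusion-defective temperature-sensitive mutants (e.g. fzo1-1, mgm1-5) grown 48 h at 37C in YPEG (ethanol/glycerol non-fermentable) medium with 23 nl compound per well; growth rescue read as CellTiterGlo luminescence.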
RORgamma inh: inhibitors of mouse ROR gamma transcriptional activity; Potency, µM (highest dose often 53.6 µM), for inactives: at the highest dose activity change, negative = inhibition, hits mostly inhibitors; AID 2551; P51450; 310,000 compounds, 5.4% hits; Drosophila S2 Gal4-RORgamma UAS-luciferase reporter, 20 h; further: potency means the concentration at half of the fitted maximal effect; on the % scale 0 is the no-effect control and ±100 the full control effect; nearly all actives have a fitted effect of over 60% in size
Target sequence (P51450 whole entry, looked up, the tested form may be a part): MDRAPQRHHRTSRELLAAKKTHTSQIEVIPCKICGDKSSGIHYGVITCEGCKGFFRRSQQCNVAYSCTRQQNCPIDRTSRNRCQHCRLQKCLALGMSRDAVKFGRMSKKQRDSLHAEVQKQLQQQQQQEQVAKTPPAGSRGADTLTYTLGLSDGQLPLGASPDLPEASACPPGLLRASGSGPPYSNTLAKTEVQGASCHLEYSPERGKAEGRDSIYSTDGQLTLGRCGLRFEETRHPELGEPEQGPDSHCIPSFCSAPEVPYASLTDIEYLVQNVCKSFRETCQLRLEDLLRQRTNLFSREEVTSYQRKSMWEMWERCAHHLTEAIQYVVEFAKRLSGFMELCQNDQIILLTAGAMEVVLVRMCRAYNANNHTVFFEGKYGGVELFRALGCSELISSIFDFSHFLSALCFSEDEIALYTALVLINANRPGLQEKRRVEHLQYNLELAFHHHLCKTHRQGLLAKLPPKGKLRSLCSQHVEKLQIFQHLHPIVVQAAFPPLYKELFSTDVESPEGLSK
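Using a luciferase readout, inhibitors were identified by reduced reporter activity in Drosophila cells coexpressing a copper-inducible Gal4–ROR gamma fusion and UAS-driven Photinus luciferase, incubated 20 hr after 700 uM copper sulfate.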
MBNL1-CUG inh: inhibitors of human MBNL1 binding to CUG repeat RNA; 280,000 compounds, 0.036% hits; AID 2675; TR-FRET MBNL1-His/biotin-(CUG)12 binding, 665/545 ratio; Q9NR56; Potency, µM (series often up to 57.5 µM), for inactives: at the top dose activity change, negative = inhibition, hits mostly inhibitors; active means well fitted inhibition curve with a large enough effect in the signal ratio, with a control signal flat, not every such curve was filed as active; inconclusive means small, poorly fitted or top-dose-only effect, or effect the other way, or a change in a side signal; inactive means no such curve, though single readings can be large or run the other way; the % refers to the signal ratio; further: potency means the concentration at half of the fitted maximal effect; on the % scale 0 is the no-effect control and ±100 the full control effect
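TR-FRET readout: Ex 340 nm, 665/545 nm emission ratio, normalized to buffer-only (basal) and MBNL1-(CUG)12 controls. Complex of MBNL1-His with Biotin-(CUG)12, compounds 92 nM–58 uM, incubated 60 min at room temperature.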
Gal4-VP16 FLuc: counter-screen for ROR gamma inhibitors: Gal4-VP16 reporter; Drosophila S2 Gal4-VP16 UAS-luciferase, luminescence, 20 h; Potency, µM (highest dose often 53.6 µM), without a hit: at the top dose activity, negative = inhibition, hits mostly inhibitors; 310,000 compounds, 3.5% hits; AID 2546;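 further: Gal4-VP16 expression switched on by copper sulfate through the metallothionein promoter; potency means the concentration at half of the fitted maximal effect; on the % scale 0 is the no-effect control and ±100 the full control effect; nearly all actives have a fitted effect of over 50% in size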
PKM2 activator: activators of human pyruvate kinase M2; purified PKM2, Kinase-Glo ATP luminescence, activation; response scale: 0% is enzyme alone, no compound; P14618; AID 1631; Potency, µM (titrated, usually from 57.5 µM), without a hit: top-dose activation, actives largely listed as activators; 260,000 compounds, 0.34% hits; further: potency means the concentration at half of the fitted maximal effect; on the % scale 0 is the no-effect control and ±100 the full control effect; nearly all actives have a fitted effect of over 55% in size
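ATP formation by purified human PK-M2, quantified via coupled luciferase luminescence after 1 h at room temperature with 0.1 mM ADP and 0.5 mM PEP final.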
ELG1 repair inh: ELG1-dependent DNA repair inhibition; HEK293T ELG1-luciferase reporter, luminescence, 16 h; DNA damage induced by 5-fluorouridine; Potency, µM (series often up to 46.1 µM), for inactives: at the top dose activity change, negative = inhibition, hits mostly inhibitors; 330,000 compounds, 2.3% hits; further: potency means the concentration at half of the fitted maximal effect; on the % scale 0 is the no-effect control and ±100 the full control effect; nearly all actives have a fitted effect of over 55% in size
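Cells (2,000 per well) received 5-fluorouridine plus test compound or DMSO and were incubated 16 hr at 37 °C, 5% CO2. Luciferase activity was read by luminescence 30 min after ONE-Glo addition; signal suppression marked inhibition of damage-induced ELG1 function.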
* marks the source's active call; other numbers are inactive results; ? = inconclusive; nt = no result given; [ ] = dose if it differs, or a comment. Unless noted, the call rests on the fitted dose curve; in most records, active means well fitted curve in the direction sought with a large enough effect; inconclusive means small, poorly fitted or top-dose-only effect, or another doubt; inactive means no such curve, though single readings can be large; an effect the other way counts as inactive or inconclusive. Some of the compounds tested; rates above refer to the full screens.

SMILES | NPC1 promoter act | Rab9 promoter act | FLuc modulator | KCNH2 3.1 inh | Menin MLL FP TR | Mito fusion act | RORgamma inh | MBNL1-CUG inh | Gal4-VP16 FLuc | PKM2 activator | ELG1 repair inh
O=C(CCn1nc(-c2ccccc2)c2ccccc2c1=O)NCC1CCCO1 (centres undefined) | -2% | 2% | 4% | 10 | -6% | -3% | 20% | -1% | 4% | -2% | ?
CN1CCN(CCC(=O)N/N=C/c2cc3c(cc2[N+](=O)[O-])OCO3)CC1 | 2% | 5% | 2% | 17 | 1% | -2% | 4% | ? | 9% | 5% | 1%
COc1ccccc1OCc1ccc(C(=O)NC(C)c2ccccc2)o1 (centres undefined) | 12% | 1% | -2% | -24 | -25% | 6% | ? | -4% | -3% | nt | -24%
O=C(Nc1nncs1)C12CC3CC(CC(C3)C1)C2 | -1% | -5%[1.84 µM] | 2% | -1 | 12% | -13% | -20% | -12% | 2% | nt | -2%
CCN(CC)CCNC(=O)/C(=C\c1cccn1C)NC(=O)c1cccs1 | 1% | -2% | 1% | -11 | 3% | 0% | -4%[10 µM] | nt | 4% | 8% | 0%
O=[N+]([O-])c1ccc2[nH]c(O)c(N=NC(=S)NCC3CCCO3)c2c1 (centres undefined) | -2% | -1% | 0% | 0 | 9% | -6% | 4µM* | 13% | ? | 3% | 4%
COc1ccc(NC(=S)NCc2ccc(F)cc2)c(OC)c1 | 0% | 5% | -1% | -8 | 9% | -17% | 13µM* | -3% | ? | 1% | ?
CCCc1nnc(NC(=O)C(CC)OC(=O)c2cc(C)nc3ccccc23)s1 (centres undefined) | 1% | -2% | -3% | 1 | -20% | -1% | -35% | 11% | -12% | 2% | -3%
COc1ccc(-c2nnc3n(CCc4ccccc4)c(=O)c4ccccc4n23)c(OC)c1 | 0% | 0% | -3% | -13 | -3% | -20% | ? | -4% | 5% | -1% | 8.2µM*
CCCN1C2CCCC1CC(NC(=O)c1ccccc1OCC)C2 (centres undefined) | -1% | -8% | 1% | -8 | -7% | 1% | -7% | 4% | 7% | 8% | 0%

Some of these compounds in order of their number in RORgamma inh, highest first:
structure	RORgamma inh
O=C(CCn1nc(-c2ccccc2)c2ccccc2c1=O)NCC1CCCO1 (centres undefined)	20%
CCCN1C2CCCC1CC(NC(=O)c1ccccc1OCC)C2 (centres undefined)	-7%
O=C(Nc1nncs1)C12CC3CC(CC(C3)C1)C2	-20%
CCCc1nnc(NC(=O)C(CC)OC(=O)c2cc(C)nc3ccccc23)s1 (centres undefined)	-35%

New compounds follow
SMILES | NPC1 promoter act | Rab9 promoter act | FLuc modulator | KCNH2 3.1 inh | Menin MLL FP TR | Mito fusion act | RORgamma inh | MBNL1-CUG inh | Gal4-VP16 FLuc | PKM2 activator | ELG1 repair inh
Cc1ccc2[nH]c(=O)cc(C(=O)OCC(=O)c3ccccc3)c2c1 | -1% | 2% | 2% | -4 | 2% | -4% | 0% | 11% | -21% | 3% | -5%
CCCc1c(C)[nH]c2ccc(NC(C)=O)cc2c1=O | 0% | 6% | -4% | 0 | 2% | 3% | 16% | 4% | -4% | -17% | -28%
COc1ccc(CCN(Cc2ccccn2)C(=S)Nc2ccccc2Cl)cc1OC | -5% | 1% | -4% | -4 | 31%[activator] | 5%[9.22 µM] | 10µM* | -8% | ? | 0% | ?
Cc1cc(N(CC(=O)NC(C)C)S(C)(=O)=O)ccc1Br | -5% | -9% | -2% | 6 | 2% | -3% | -12% | 7% | 0% | -10% | 8%
COCCN1C(=O)C(O)=C(C(C)=O)C1c1ccc(F)cc1 (centres undefined) | -1% | -1% | 4% | -8 | -2% | 4% | 27% | 3% | -4% | 1% | ?
O=C(NCc1ccccc1Cl)C1CCN(S(=O)(=O)c2cccs2)CC1 | -1% | 0% | 2% | -10 | 32%[activator] | 14% | -1% | -2% | 3% | 10µM* | 3%
O=C(CN(C(=O)CSc1nc2ccccc2o1)c1ccccc1F)NC1CCCCC1 | 0% | 2% | 3% | 6 | -5% | 1% | 34% | -5% | 16% | 5% | -9%
CCOc1ncccc1C(=O)OCC(=O)Nc1cc(C)ccc1C | -5% | 4% | 4% | -7 | -16% | 2% | -8% | -5% | -8% | -3% | 16%
O=C(c1cc(COc2ccc3ncccc3c2)on1)N1CCCCCC1 | -18% | -29% | ? | 9 | 1% | -32%[inhibitor] | ? | 3% | ? | -4% | ?
CCCC(C(=O)NC1CCCC1)N(CC1CCCO1)C(=O)c1snc(C(N)=O)c1N (centres undefined) | 15% | -1% | 0% | -38 | 7% | 6% | -1% | 6% | 16% | -1% | 13%
O=C(NNC(=S)NC(=O)c1cccnc1)c1ccc(Cl)cc1 | 1% | -7% | -6% | -16 | -7% | 2% | 10µM* | 0% | ? | 0% | 2%
Cc1nn(C)c(N)c1C(O)(c1nccn1C)C(F)(F)F (centres undefined) | 0% | -3% | -1% | -3 | 3% | -4% | -26% | 1% | -8% | -2% | -1%
O=C(Nc1sccc1C(=O)N1CCOCC1)c1cccnc1 | 2% | -3% | -6% | 1 | ? | 0% | -4% | ? | -1%[0.365 µM] | -11% | 3%
COc1ccc(CCC(=O)OCC(=O)c2c(N)n(CC(C)C)c(=O)n(C)c2=O)cc1 | 2% | 6% | 3% | 0 | nt | -1% | 39% | 14% | -27% | -11% | -6%
O=C1CC2(CCN(C(=O)c3ccccc3[N+](=O)[O-])CC2)Oc2ccccc21 | -5% | -3% | -1% | -19 | nt | 2% | nt | nt | nt | nt | -4%
COc1cccc(NC(=O)c2ccccc2N2C(=O)C3C4C=CC(C4)C3C2=O)c1 (centres undefined) | -4% | 2% | 1% | 12 | 5% | 5% | 7% | -8% | -5% | -9% | ?
CS(=O)(=O)N1CCN(C(=O)c2cc(-c3ccccc3)nc3ccccc23)CC1 | 1% | -1% | ? | -18 | -2% | -1% | -9% | 14% | -1% | -2% | -4%
O=C(OCCCN1CCCCC1)c1ccc(O)cc1 | -2% | -1% | -1% | 4 | -1% | 1% | 24% | -14% | 0% | -5% | 17%
COc1ccc(CC(=O)Nc2c(C(=O)N3CCN(c4ncccn4)CC3)oc3ccccc23)cc1 | -5% | -2% | 0% | -44 | -5% | -1% | 2% | -7% | -2% | nt | -5%
CCOC(=O)C1CCCN(c2c(NCCCN(C)Cc3ccccc3)c(=O)c2=O)C1 (centres undefined) | -1% | -1% | 1% | -7 | ? | 3% | -15% | -4% | -8% | 1% | 0%
CCOC(=O)C1CCCN(c2c(NCCCN(CC)c3ccccc3)c(=O)c2=O)C1 (centres undefined) | -2% | -5% | 5% | 3 | -18% | -10% | 8% | -5% | 7% | -5% | -2%
Cn1cc(S(=O)(=O)N2CCc3ccccc32)cc1C(=O)NC(C)(C)C | -34%[inhibitor] | -47%[inhibitor] | -1% | -4 | -6% | 8% | -6% | 2% | 5µM* | 16% | ?
CCCn1c(N)c(N(CCOC)C(=O)COC(=O)c2ccccc2NCCO)c(=O)[nH]c1=O | 12% | 23% | -9% | -192* | nt | 0% | nt | nt | nt | nt | ?
CC(NC(=O)c1ccco1)C(=O)OCC(=O)N1CCCCCC1 (centres undefined) | 7% | 0% | 0% | -8 | nt | -1% | nt | nt | nt | nt | 12%
C[C@H](NC(=O)c1nc[nH]c1C(=O)N[C@@H](C)c1ccccc1)c1ccccc1 | -2% | -7% | 3% | nt | nt | 18% | nt | nt | nt | nt | -19%
Cc1cc(S(=O)(=O)N2CCOCC2)ccc1OCC(=O)Nc1ccc(F)cc1F | -1% | -1% | 3% | -9 | 22% | 5% | -24% | 1% | -8% | nt | ?
